CHRM1 agonist = agonists of human M1 muscarinic receptor; CHO-K1 hM1, Fluo-8 calcium fluorescence, agonist mode; 0% DMSO, 100% acetylcholine EC100; activation, % at 3 µM; 0.33% of 360,000 active; AID 588814;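 active = activation above the run's mean compound activation plus 3 SD, cut at about 16% in these data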;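 note: peak over basal fluorescence ratio within a 140 s kinetic read after compound addition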
TAAR1 antagonist = human TAAR1 antagonism. AID 624466. CHO RD-HGA16 TAAR1, Fluo-8 calcium fluorescence, antagonist. inhibition, % at 3 µM. 1.5% of 360,000 active;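 active = inhibition above a per-plate cutoff, the mean inhibition of test compounds on that plate plus 3 SD, cut at about 49% in these data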;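 note: 0% = DMSO plus EC80 beta-PEA response and 100% = DMSO alone without agonist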
Target sequence (Q96RJ0 whole entry, looked up): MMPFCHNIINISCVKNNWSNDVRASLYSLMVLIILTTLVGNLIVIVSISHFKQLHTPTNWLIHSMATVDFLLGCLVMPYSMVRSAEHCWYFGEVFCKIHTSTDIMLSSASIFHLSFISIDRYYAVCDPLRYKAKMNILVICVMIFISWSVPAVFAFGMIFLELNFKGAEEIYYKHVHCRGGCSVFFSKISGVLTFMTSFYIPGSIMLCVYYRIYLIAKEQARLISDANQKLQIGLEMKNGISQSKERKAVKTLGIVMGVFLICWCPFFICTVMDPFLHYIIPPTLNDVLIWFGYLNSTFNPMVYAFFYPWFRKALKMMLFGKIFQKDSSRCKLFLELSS
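System: CHO RD-HGA16 cells bearing hTAAR1. Reagent: EC80 β-phenethylamine stimulus. Schedule: seeding 17-24 h prior, 75-min 37 °C, 30-min RT dye loading. Signal: Fluo-8 intracellular calcium dye fluorescence, real-time kinetic reads. Read-out: % inhibition from peak post-agonist over basal fluorescence ratio. Benchmarks: vehicle wells and EC80 agonist wells. Replicates: n of 1.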
V1aR counter = counter-screen for oxytocin receptor agonists: human V1a receptor agonists; activation, % at 3 µM; CHO-V1R cells, Fluo-8 calcium fluorescence, agonist mode; 0% DMSO, 100% 3 nM vasopressin; 0.25% of 320,000 active; AID 2797;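 active = activation above the mean activation of all tested compounds plus 3 SD, per screening run, cut at about 20% in these data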;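 note: signal is peak over basal fluorescence ratio across a 100 second FLIPR read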
Target sequence (P37288 whole entry, looked up): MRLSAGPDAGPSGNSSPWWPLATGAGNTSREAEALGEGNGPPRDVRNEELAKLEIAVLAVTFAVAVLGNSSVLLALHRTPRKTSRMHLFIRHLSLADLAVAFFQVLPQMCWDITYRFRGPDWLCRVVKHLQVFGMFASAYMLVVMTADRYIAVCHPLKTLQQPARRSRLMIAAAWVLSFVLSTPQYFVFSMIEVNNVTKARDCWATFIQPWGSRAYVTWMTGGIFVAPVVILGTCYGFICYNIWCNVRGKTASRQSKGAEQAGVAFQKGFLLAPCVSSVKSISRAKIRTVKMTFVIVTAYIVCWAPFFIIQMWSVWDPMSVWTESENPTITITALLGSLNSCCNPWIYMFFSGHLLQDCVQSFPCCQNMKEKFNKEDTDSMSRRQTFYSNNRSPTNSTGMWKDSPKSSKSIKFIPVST
OXTR potentiate = potentiators of human oxytocin receptor; P30559; CHO-OTR cells, Fluo-8 calcium fluorescence, potentiator mode; 0% = oxytocin EC15, 100% = EC100; activation, % at 3 µM; 0.061% of 320,000 active;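 active = activation above that plate's cutoff, the mean activation of tested compounds plus 3 SD, cut at about 6.6% in these data, passing the limit was not always enough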;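 note: 100% uses oxytocin at 75 nM as the full agonist control; some results filed as inactive read as strong as hits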
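Material: human OTR in CHO cells. Compound: 3.0 µM, one dose. Timing: compound 6 min at room temperature before oxytocin, 100 s read. Evaluation: % activation of max/min ratio relative to oxytocin controls. Replication: single well per compound, singlicate. Signal: Fluo-8 calcium dye fluorescence.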
CHO parental Ca = counter-screen for OX1R antagonists: effect in parental CHO cells | parental CHO-K1, ATP-induced calcium, Fluo-8 fluorescence | inhibition, % at 5.6 µM | 0.63% of 330,000 active | AID 463079;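 active = inhibition above that plate's mean sample inhibition plus 3 SD, cut at about 26% in these data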;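 note: 0% = ATP-challenged DMSO wells and 100% = DMSO wells without ATP; some compounds past the cut are filed as inactive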
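Assay system: untransfected parental CHO cell line. Also added: ATP agonist challenge. Dosing: one dose, 5.6 µM nominal. Measured by: Fluo-8 fluorescence. Read-out: % inhibition. Benchmarks: ATP wells versus no-ATP DMSO wells. Repeats: no replicates.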
TAAR1 ag = human TAAR1 agonism; 0.99% of 360,000 active; activation, % at 3 µM; AID 624467; CHO RD-HGA16 TAAR1, Fluo-8 calcium fluorescence; vehicle wells 0%, saturating PEA agonist 100%;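 active = activation above the mean activation of all test compounds in the run plus 3 SD, cut at about 38% in these data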
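Signal – calcium-sensitive Fluo-8 signal, excitation 470-495, emission 515-575 nm · System – RD-HGA16 (CHO) cells co-expressing Gα16 and hTAAR1 · Incubation – 17-24 h seeding, 75 min 37 °C dye, 30 min RT · Compound dosing – 3 µM single concentration · Repeats – no replicates (n 1)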
OXTR agonist = activates the human oxytocin receptor; P30559; CHO-OTR cells, Fluo-8 calcium fluorescence; normalized: DMSO 0%, oxytocin 100%; activation, % at 3 µM; 0.32% of 320,000 active;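 active = activation above the mean of all tested compounds plus 3 SD, cutoff set per screening run, cut at about 20% in these data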;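 note: peak over basal fluorescence ratio from a 100 s FLIPR kinetic read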
M1 PAM = human CHRM1 positive allosteric modulation; P11229; CHO-K1 hM1, Fluo-8 calcium fluorescence, ACh EC20; 0% = ACh EC20, 100% = maximal ACh; activation, % at 3 µM; 0.088% of 360,000 active; in the data active = activation above about 19%, passing the limit was not always enough
CHRM1 antagonist = blocks human M1 muscarinic receptor; 1.3% of 360,000 active; inhibition, % at 3 µM; CHO-K1 hM1, Fluo-8 calcium fluorescence, ACh EC80 antagonist;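 active = percent inhibition above its own plate's cutoff, namely the mean of that plate's compound wells plus 3 SD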;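 note: peak over basal fluorescence ratio during 140 s after agonist addition; 0% = ACh EC80 plus DMSO and 100% = DMSO alone without agonist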
* marks the source's active call; other numbers are inactive results; . = no result given.

SMILES,CHRM1 agonist,TAAR1 antagonist,V1aR counter,OXTR potentiate,CHO parental Ca,TAAR1 ag,OXTR agonist,M1 PAM,CHRM1 antagonist
CCC(CC)c1nnc(NC(=O)C2CCCO2)s1 (stereo not given),-7.7,-4.9,0.3,-3.9,-1.0,-0.9,-0.2,3.6,-8.8
CCc1nc2nc(C)c(NS(=O)(=O)c3ccc(F)cc3)c(=O)n2[nH]1,-0.3,-1.8,1.1,0.0,0.8,0.6,0.2,11.5,-10.6
O=C(Nc1cccc(N2C(=O)C3CCCCC3C2=O)c1)c1ccccc1 (stereo not given),-1.1,-15.9,1.7,-8.5,-10.0,6.5,3.1,-2.3,4.0
COC(=O)Cn1c(=NC(=O)c2ccc(S(=O)(=O)N3CCc4ccccc4C3)cc2)sc2cc(OC)ccc21,-2.0,7.3,0.2,0.4,1.3,9.3,0.0,2.9,-6.3
COc1cccc(C2CCCN2Cc2nc(-c3sccc3C)oc2C)c1 (stereo not given),-4.9,21.8,-1.5,-0.2,-20.2,-0.2,-1.8,3.2,10.6
O=C(Cn1cnc2scc(-c3ccccc3)c2c1=O)NCc1ccco1,-6.7,20.5,0.0,-8.9,0.1,4.3,-0.9,4.0,-3.0
CC1=C(C(=O)OC2CCCCCCC2)C(c2ccc(O)cc2)NC(=O)N1 (stereo not given),-5.1,-8.0,0.1,-1.0,-10.9,14.2,0.0,3.6,-9.1
CC(NC(=O)C(=O)NN=C1CCC(C(C)(C)C)CC1)c1ccccc1 (stereo not given),-6.8,6.6,-0.5,3.0,-13.5,-1.3,-2.1,8.6,-8.5
O=C(COc1ccccc1)Nc1cccc(-c2nc3cc4ccccc4cc3[nH]2)c1,2.9,69.0*,0.4,-7.3,-21.1,14.7,-0.4,-10.1,20.7
COCCn1cnnc1SCC(=O)Nc1sccc1C(N)=O,-5.0,-22.1,0.2,-6.9,-3.9,2.6,0.7,9.2,-11.8
Cn1nnnc1Sc1ncnc2scc(-c3ccc(Br)cc3)c12,-10.3,14.0,0.8,-9.1,-10.0,6.4,-0.9,-4.2,10.9
COc1ccc(NC(=O)Nc2cc3oc4ccccc4c3cc2OC)cc1,-5.5,11.8,0.8,-1.6,-12.0,-1.2,0.8,4.0,-1.0

SMILES,CHRM1 agonist,TAAR1 antagonist,V1aR counter,OXTR potentiate,CHO parental Ca,TAAR1 ag,OXTR agonist,M1 PAM,CHRM1 antagonist
Cc1c(CCOC(=O)C23CC4CC(CC(C4)C2)C3)sc[n+]1CC#N,-13.4,2.8,0.2,2.1,-16.1,4.9,-0.1,-12.9,13.6
CCOC(=O)c1c(C)[nH]c(C(=O)COC(=O)CCC(=O)c2ccc3c(c2)OCCO3)c1C,-2.2,43.6,9.8,-20.9,-7.0,17.0,6.7,-4.1,10.0
c1ccc2c(c1)nc(N1CCOCC1)c1nnnn12,-1.7,9.0,0.3,-0.3,-2.0,3.0,-0.1,-8.2,11.5
CCOc1cc(N2CCOCC2)c(OCC)cc1NC(=O)COC(=O)/C=C/c1ccc(OC(F)F)cc1,-4.5,6.8,-0.3,-2.2,-1.3,-0.3,-2.0,3.2,-2.4
CC(C)OCCCn1c(=S)[nH]c2cc3c(cc2c1=O)OCO3,-4.8,10.1,-0.5,-3.4,-8.2,1.9,-0.7,3.6,1.9
COc1cccc(NC(=O)CN(C)CC(=O)Nc2ccc(Br)cc2)c1,-6.0,-8.5,0.1,-3.3,8.4,1.1,1.9,4.3,-4.6
CC(C)(C)NC(=O)NC(=O)COC(=O)c1ccc(OC(F)(F)F)cc1,-7.4,-23.8,-0.1,1.1,-10.8,-1.9,-2.5,1.2,-4.4
COc1cc2c(cc1OC)CN(C(=O)Cc1c(F)cccc1Cl)CC2,0.5,-3.6,1.9,3.9,-3.0,-3.0,-0.3,12.4,-1.6
O=P(Nc1ccccc1)(Nc1ccccc1)c1ccccc1,-5.8,13.9,.,.,.,0.2,.,3.5,-5.0
COc1cc(OC)cc(C(=O)NCCn2ccc3ccccc32)c1,2.2,4.5,2.4,-3.0,-11.0,1.6,-0.6,2.5,-7.9
O=C(COC(=O)c1cc(=O)[nH]c2ccccc12)Nc1ccc(Cl)cn1,-0.6,24.2,-0.6,5.1,-19.4,9.2,-1.6,11.5,-24.3
COc1cccc(-c2ccc3c(c2)O[C@@H](CN(C)C(=O)C2CCOCC2)[C@H](C)CN([C@H](C)CO)S3(=O)=O)c1,-3.2,15.3,.,.,.,2.1,.,-7.0,6.8

SMILES,CHRM1 agonist,TAAR1 antagonist,V1aR counter,OXTR potentiate,CHO parental Ca,TAAR1 ag,OXTR agonist,M1 PAM,CHRM1 antagonist
COc1ccc(OC)c(-c2c(=O)n(OCc3ccccc3Br)c3ccccc3[n+]2[O-])c1,-7.7,-11.8,-0.5,-3.6,2.2,3.9,-2.1,7.5,-8.9
COc1ccccc1COC(=O)CN1C(=O)NC2(CCCCC2C)C1=O (stereo not given),-5.3,-25.4,.,.,.,2.3,.,4.5,-7.5
Cc1ccccc1NC(=O)Cn1c(=O)n(C)c2ccccc21,-3.6,-0.6,1.9,-6.5,-4.6,9.8,0.5,5.0,-6.2
CCOc1ccc(N(CC)C(=O)Cc2c(C(=O)O)n(C)c3ccccc23)cc1,-2.9,-1.6,0.8,-0.2,-7.2,-0.3,0.2,-0.2,2.0
CCc1ccc(-c2ccc(SCc3ccccn3)nn2)cc1,-6.2,-35.1,-1.2,-2.5,-9.9,-0.1,-2.2,9.7,-7.1
CCn1c(SCC(=O)O)nnc1-c1ccccc1,-1.9,13.2,0.3,-15.0,-2.8,1.1,0.9,6.5,-10.1
NC(=O)C1CCN(CC(=O)Nc2ccccc2Sc2ccc(Cl)cc2)CC1,1.5,9.7,3.4,3.5,-9.6,14.2,0.6,2.3,2.9
Cn1ncc(Cl)c1C(=O)Nc1cc(C(F)(F)F)ccc1F,-3.2,-0.1,-1.4,-2.0,-4.1,19.1,-1.7,8.1,-16.3
CCOc1ccccc1C(=O)Nc1ccccc1C(N)=O,-3.3,7.0,-0.1,-2.3,-3.9,2.4,-0.3,-1.7,9.1
CNc1oc(-c2ccccc2Cl)nc1P(=O)(c1ccccc1)c1ccccc1,-2.1,-4.8,-1.0,-2.5,-28.9,6.3,-1.9,-1.3,-2.5
c1ccc(Cc2noc(CN3CCN(Cc4ccc5c(c4)OCO5)CC3)n2)cc1,-13.8,14.0,-0.9,1.8,-18.1,-0.7,-1.0,-8.2,4.3
CC1(C(=O)NCc2cccs2)CCN1CCc1ccccc1 (stereo not given),-7.3,-7.2,.,.,.,1.6,.,6.0,-15.2

Single values from the results shown.
`CCn1c(SCC(=O)O)nnc1-c1ccccc1` in M1 PAM is entered as 6.5
`CC1(C(=O)NCc2cccs2)CCN1CCc1ccccc1` (stereo not given) in M1 PAM is entered as 6.0
`NC(=O)C1CCN(CC(=O)Nc2ccccc2Sc2ccc(Cl)cc2)CC1` in CHRM1 agonist is entered as 1.5
`CCOc1ccc(N(CC)C(=O)Cc2c(C(=O)O)n(C)c3ccccc23)cc1` in TAAR1 ag is entered as -0.3
`COc1ccccc1COC(=O)CN1C(=O)NC2(CCCCC2C)C1=O` (stereo not given) in CHRM1 agonist is entered as -5.3

Given with each value named: entries from further up
> c1ccc(Cc2noc(CN3CCN(Cc4ccc5c(c4)OCO5)CC3)n2)cc1
  CHRM1 agonist = -13.8 | TAAR1 antagonist = 14.0 | V1aR counter = -0.9 | OXTR potentiate = 1.8 | CHO parental Ca = -18.1 | TAAR1 ag = -0.7 | OXTR agonist = -1.0 | M1 PAM = -8.2 | CHRM1 antagonist = 4.3

> COc1ccc(OC)c(-c2c(=O)n(OCc3ccccc3Br)c3ccccc3[n+]2[O-])c1
  CHRM1 agonist = -7.7 | TAAR1 antagonist = -11.8 | V1aR counter = -0.5 | OXTR potentiate = -3.6 | CHO parental Ca = 2.2 | TAAR1 ag = 3.9 | OXTR agonist = -2.1 | M1 PAM = 7.5 | CHRM1 antagonist = -8.9

Further entries.
SMILES,CHRM1 agonist,TAAR1 antagonist,V1aR counter,OXTR potentiate,CHO parental Ca,TAAR1 ag,OXTR agonist,M1 PAM,CHRM1 antagonist
CCOC(=O)C1CCN(S(=O)(=O)c2ccc3c(c2)N(C(C)=O)CC(C)S3)CC1 (stereo not given),0.2,-1.4,7.8,-8.3,-0.6,3.3,4.7,-4.9,7.1
CC(C)(C)C(C(Oc1ccc(Cl)cc1)n1cncn1)n1nnnc1C(c1cccc(Cl)c1)N1CCCCC1 (stereo not given),.,.,2.0,-15.0,-35.5,.,3.5,.,.
CCOc1ccc2[nH]c(=O)c(CN(CCN3CCCC3)C(=S)Nc3ccccc3OC)cc2c1,-15.1,-5.0,1.1,-5.0,-11.8,7.9,0.3,-6.3,5.3
CCN1CCN(C(=O)c2ccc3c(c2)c(C)c(C)n3Cc2ccccc2)CC1,-6.8,-8.6,0.6,-1.8,-8.1,1.9,0.4,12.4,-8.4
Nc1n[nH]c(C(F)(F)F)c1-c1ccccc1,-4.0,2.6,0.7,-4.2,-3.5,6.4,-0.6,-1.7,1.6
Cc1ccc(S(=O)(=O)N2[C@@H](c3ccc(F)cc3)C(C(=O)O)=C[C@H]2CC2CCCC2)cc1,-3.9,7.9,0.8,-6.2,-27.6,0.8,0.3,-3.9,11.4
COCC(=O)N(C)[C@H]1C[C@H]2c3cc(-c4ccccc4)ccc3CCN2C(=O)[C@H]1[C@H](C)O,-2.7,-2.5,.,.,.,4.8,.,5.0,-5.4
Cc1cc2nc(C3CCN(C(=S)NCCCOC(C)C)CC3)[nH]c2cc1C,-4.5,11.0,-0.7,-9.3,-25.1,7.4,-2.0,7.0,-11.8
Cc1cc(Br)c(NC(=O)CN2C(=O)NC3(CCOc4ccccc43)C2=O)c(Br)c1 (stereo not given),-1.2,-1.4,.,.,.,1.7,.,5.5,-15.1
O=C(Nc1ccc(Cl)cc1)Nc1cccc2nsnc12,-3.2,21.0,4.5,-22.4,13.3,0.4,3.7,-15.4,16.6
CN(C)S(=O)(=O)c1ccc(C(=O)NCC(C)(C)N2CCOCC2)cc1,-4.9,-24.3,1.3,3.6,-7.4,3.1,1.2,4.2,-7.5
COc1ccc(C(=O)N/C(=C\c2cn(S(=O)(=O)N(C)C)c3ccccc23)C(=O)NCCCN2CCOCC2)cc1,-4.0,-5.1,0.2,-2.1,-18.5,1.4,-0.1,5.9,-7.4
O=C(NC1CCCCC1)c1ccc(S(=O)(=O)N2CCOCC2)cc1,-3.5,-13.2,0.6,-3.0,-13.8,10.3,0.9,-0.6,2.6
CCC(C)c1ccc(NC(=S)NCc2cccnc2)cc1 (stereo not given),-3.1,-6.6,7.3,-15.7,-7.2,3.7,10.1,-8.5,6.6
COc1ccc(N2C(=O)C(CC(=O)Nc3ccccc3)N(Cc3ccccn3)C2=S)cc1 (stereo not given),-4.9,15.6,0.2,-10.7,-12.6,8.1,1.3,3.1,-0.2
